BAP1 inh: inhibitors of human BAP1 deubiquitinase; Q92560; recombinant BAP1, Ub-AMC hydrolysis fluorescence kinetic; stronger effect = lower value; activity remaining (% of control), % at 20 µM; actives 0.48% (n = 72,000); AID 436;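 active = activity remaining at or below 50% of control, provided the compound also passes the data quality filters; inactive = the rest, including low values that fail the filters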;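 note: 100% = DMSO wells rate and 0% = substrate alone blank rate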
HePTP inh: inhibitors of human HePTP phosphatase; inhibition, % at 20 µM; AID 521; actives 0.64% (n = 110,000); recombinant HePTP phosphatase activity, OD absorbance; in the data active = inhibition above about 50%;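 note: plate controls were vehicle for no effect and reference inhibitor for full effect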
Target sequence (P35236 whole entry, looked up): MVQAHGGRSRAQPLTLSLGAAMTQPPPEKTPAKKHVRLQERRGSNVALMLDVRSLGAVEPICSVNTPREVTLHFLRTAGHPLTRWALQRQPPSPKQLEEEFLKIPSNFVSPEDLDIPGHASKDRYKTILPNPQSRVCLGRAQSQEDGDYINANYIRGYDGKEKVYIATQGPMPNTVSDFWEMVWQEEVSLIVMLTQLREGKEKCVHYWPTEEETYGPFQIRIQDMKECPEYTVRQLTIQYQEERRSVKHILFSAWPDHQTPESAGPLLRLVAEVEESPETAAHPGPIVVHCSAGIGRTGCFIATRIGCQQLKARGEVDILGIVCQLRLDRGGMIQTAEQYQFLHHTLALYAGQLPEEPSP
An asterisk follows results filed as active; & = joins results of further samples.

Screening O=C(c1ccco1)N(CCCN1CCOCC1)c1nc(-c2ccc(Cl)cc2)cs1 returned BAP1 inh 93 and HePTP inh 8.
CCOc1ccccc1NC(=O)Cn1c(=O)n(CCC(=O)NC2CCCC2)c(=O)c2ccccc21 was read as HePTP inh -1.
`Cn1c(=O)c2[nH]c(Nc3ccccc3)nc2n(C)c1=O` gave BAP1 inh 69 and HePTP inh -6.
For C=CCNC(=O)CN(c1ccc(OC)cc1)S(=O)(=O)c1ccc(OC)c(OC)c1 the results were HePTP inh 6.
`C=CCSc1nc(N)c(C#N)c(-c2ccccc2)c1C#N` gave BAP1 inh 82 and HePTP inh -3.
Cc1ccc(NC(=O)CN(c2ccc3c(c2)OCO3)S(=O)(=O)c2c(C)n[nH]c2C)cc1 was read as BAP1 inh 89 and HePTP inh -4.
COc1ccc(-c2nnn(Cc3nc(N)nc(N4CCCCC4)n3)n2)cc1 was read as BAP1 inh 80 and HePTP inh 4.
Screening Cc1sc(NC(=O)Cc2ccccc2)c(C(N)=O)c1C returned HePTP inh 0.
Screening Cn1nnc2cc(C(=O)NCc3ccco3)ccc21 returned BAP1 inh 62 and HePTP inh 7.
CCC1Oc2ccc(Cl)cc2N(CC(=O)O)C1=O (stereo not drawn) was read as BAP1 inh 107 and HePTP inh 3.
Screening COC(=O)c1c(C)oc2ccc(OCc3cc(C)ccc3C)cc12 returned HePTP inh 2.
Cc1ccc(NC(=O)c2ccccc2F)nc1 was read as BAP1 inh 96 and HePTP inh -1.
`Cc1ccc(S(=O)(=O)N2CCN(S(C)(=O)=O)C2c2ccccc2)cc1` (stereo not drawn) gave BAP1 inh 106 and HePTP inh 9&7.
CCS(=O)(=O)NCc1ccc2[nH]c3c(c2c1)CCCC3 was read as BAP1 inh 75 and HePTP inh -8.
Screening COc1cc(N)ccc1Cc1ccc(N)cc1OC returned BAP1 inh 91 and HePTP inh 4.
For COc1ccccc1S(=O)Cc1ccc(C(=O)NCCc2ccc(Cl)cc2)o1 (stereo not drawn) the results were BAP1 inh 103 and HePTP inh 0.
Screening Cc1cccc(-n2nc3c(c2NC(=O)c2ccc(Br)o2)CSC3)c1C returned BAP1 inh 92 and HePTP inh 7.
Screening COc1cc(C=C2C(=O)NC(=S)NC2=O)ccc1OCCO returned HePTP inh -1.
Screening CCN(C(=O)CSc1nnc(Cn2nnc3ccccc32)o1)c1nc(-c2ccccc2)cs1 returned BAP1 inh 65 and HePTP inh -1.
`O=C(Nc1ccc(Br)cn1)c1cc2ccccc2o1` gave HePTP inh -7.
For O=C(CCCNS(=O)(=O)c1cccc2nsnc12)N1CCCCC1 the results were BAP1 inh 99 and HePTP inh 12.
`COc1ccc(C2C(C(=O)c3ccccc3)C(=O)CC(C)(O)C2C(=O)c2ccccc2)cc1` (stereo not drawn) gave HePTP inh 2.
Screening COc1ccc(-c2ncc3ccccn23)cc1 returned BAP1 inh 117 and HePTP inh 0.
`S=C(NCCC(c1ccccc1)c1ccccc1)Nc1ccc(Cl)cc1Cl` gave HePTP inh 1.
C=COc1ccc(NC(=O)c2ccccc2C(=O)O)cc1 was read as BAP1 inh 148.
COc1ccc(N2C(=O)c3ccc4c5c(ccc(c35)C2=O)CC4)c(OC)c1 was read as HePTP inh -10.
O=C(Nc1ccc2oc(-c3cccc(Cl)c3Cl)nc2c1)c1ccco1 was read as HePTP inh 101*.
`O=C(CSc1nnc(-c2ccccc2)o1)OCc1ccccc1` gave BAP1 inh 101 and HePTP inh 4.
Cc1cc(I)ccc1N/C=C/[N+](=O)[O-] was read as HePTP inh 7.
For CCOC(=O)N1CCC(N2C(=O)c3ccccc3C2Nc2cc(OC)c(OC)c(OC)c2)CC1 (stereo not drawn) the results were BAP1 inh 116 and HePTP inh 9.

For reference, part of the list above.
For O=C(CCCNS(=O)(=O)c1cccc2nsnc12)N1CCCCC1 the results were BAP1 inh 99 and HePTP inh 12.
`COc1ccc(C2C(C(=O)c3ccccc3)C(=O)CC(C)(O)C2C(=O)c2ccccc2)cc1` (stereo not drawn) gave HePTP inh 2.
Screening COc1ccc(-c2ncc3ccccn23)cc1 returned BAP1 inh 117 and HePTP inh 0.

Next part:
Screening O=C(c1cccc(Br)c1)N1CCN(c2ccc(Cl)cc2)CC1 returned HePTP inh 9.
Screening O=C(O)CN1C(=O)CC(Cc2ccccc2)C1=O (stereo not drawn) returned BAP1 inh 69 and HePTP inh 0.
Screening O=C(Nc1ccc(Cl)cc1Cl)C1CC(=O)N(c2ccc(F)cc2)C1 (stereo not drawn) returned HePTP inh -13.
CCc1cc(=O)oc2cc(OCC(C)=O)ccc12 was read as HePTP inh -3.
For COC(=O)c1ccccc1NC(=O)c1ccc(NS(C)(=O)=O)cc1 the results were BAP1 inh 139 and HePTP inh 7.
COc1ccc(C2=Nn3c(nnc3-c3ccccc3)SC2)cc1OC was read as BAP1 inh 105 and HePTP inh 10.
O=C(O)c1cccc(NC(=O)c2ccccc2NC(=O)c2cccs2)c1 was read as HePTP inh 4.
`CCS(=O)(=O)N1CCC(NC(=O)C2CCCCC2)CC1` gave BAP1 inh 101 and HePTP inh -2.
Cc1ccc(C(C(=O)NC2CCCCC2)N2CCOCC2)cc1 (stereo not drawn) was read as BAP1 inh 94 and HePTP inh -4.
NC(=O)c1c(NC(=O)c2cccs2)sc2c1CCCCCC2 was read as BAP1 inh 86 and HePTP inh 2.
`CCC(CO)Nc1ncnc2c1cnn2-c1ccc(OC)cc1` (stereo not drawn) gave BAP1 inh 96 and HePTP inh -1.
Screening COC(=O)C1=C(C)NC(=O)NC1c1ccc(OCC(N)=O)cc1 (stereo not drawn) returned HePTP inh -3.
COc1ccccc1NC(=O)c1oc2ccccc2c1NC(=O)c1ccco1 was read as HePTP inh -10.
For NC1=NC2(CCCCC2)n2c(nc3ccccc32)N1 the results were BAP1 inh 76 and HePTP inh 6.
O=C(CSc1ccccc1)Nc1cccc([N+](=O)[O-])c1 was read as HePTP inh 8.
`Cc1ccc(-c2nc(=S)c3c(n2Cc2ccco2)CCCC3)cc1` gave BAP1 inh 70 and HePTP inh 0.
For C=CCSC1=N/C(=C\c2ccsc2)C(=O)S1 the results were BAP1 inh 89 and HePTP inh 11.
Screening COCCn1c(=O)[nH]c2cc(C(=O)NC3CCCCCC3)ccc2c1=O returned BAP1 inh 94 and HePTP inh -7.
For Cc1ccccc1C(=O)NCC1CCCO1 (stereo not drawn) the results were HePTP inh 2.
Screening CCOc1cc(OCC)cc(C(=O)Nc2ccccn2)c1 returned HePTP inh -9.
Screening CCCCCOC(=O)C1=C(C)N(C)C(=O)NC1c1ccccc1Cl (stereo not drawn) returned BAP1 inh 300.
Screening COc1ccccc1/C=N/N=C1/NC(=O)C(Cc2ccc(C)cc2)S1 (stereo not drawn) returned HePTP inh 8.
CN1CCN(Cc2c(O)ccc3cc(-c4ccccn4)c(=O)oc23)CC1 was read as HePTP inh 8.
For Cc1cc(C)n(C(=O)Cc2cn3ccsc3n2)n1 the results were BAP1 inh 81 and HePTP inh 4.
CCC(=O)CC(c1ccccc1)C1C(=O)NC(=O)NC1=O (stereo not drawn) was read as HePTP inh -26.
For CCOC(=O)CSC1=C(C#N)C(c2ccc(F)cc2)C(C(C)=O)=C(C)N1 (stereo not drawn) the results were BAP1 inh 90 and HePTP inh 1.
`COc1ccc(OC)c(S(=O)(=O)NCc2ccco2)c1` gave HePTP inh 13.
COc1cc(C(=O)NCCC(=O)NCCN2CCCCCC2)cc(OC)c1OC was read as BAP1 inh 86 and HePTP inh 10.
For COc1ccc(C(C(O)C(=O)c2c[nH]c3ccccc23)N2CCN(c3ccc(OC)cc3)CC2)cc1 (stereo not drawn) the results were BAP1 inh 63 and HePTP inh 2.
COc1ccc(S(=O)(=O)N2CCN(C(=O)c3cccs3)CC2)cc1 was read as BAP1 inh 99 and HePTP inh 8&-3.
Screening Cc1ccc(CCC(=O)Nc2ccc(Cl)cc2)o1 returned HePTP inh 5.
For COc1cccc(-c2csc(NC(C)=O)n2)c1 the results were BAP1 inh 94 and HePTP inh 9.
`O=S(=O)(c1cccc(-c2nnc(SCc3ccc(Cl)cc3)o2)c1)N1CCCCC1` gave HePTP inh 4.
CCS(=O)(=O)N1CCN(C(=O)c2cccs2)CC1 was read as HePTP inh 7.
`CC(=O)/C=C1\NC(C)(C)Cc2ccccc21` gave HePTP inh 10.
Screening CCN(CC)CC1OCc2ccccc2CO1 returned HePTP inh -1.
`COc1ccc2nc(NC(=O)C(NS(=O)(=O)c3cccs3)C(C)C)sc2c1` (stereo not drawn) gave BAP1 inh 84 and HePTP inh 14.
CC(=O)N1CCCC1C(=O)Nc1ccc(C)cc1 (stereo not drawn) was read as HePTP inh 10.
Screening CSc1nnc(-c2cc3ccccc3cc2O)n1C returned HePTP inh 5.
Nn1c(CSc2nc3ccccc3o2)nnc1CSc1nc2ccccc2o1 was read as BAP1 inh 86 and HePTP inh 9.

In the list so far, 2 have a nitro group on carbon.
Cc1cc(I)ccc1N/C=C/[N+](=O)[O-] was read as HePTP inh 7.
O=C(CSc1ccccc1)Nc1cccc([N+](=O)[O-])c1 was read as HePTP inh 8.

Carrying on.
Screening CCN(CC)CCNC(=O)c1c(O)c2c([nH]c1=O)CCCC2 returned BAP1 inh 106 and HePTP inh 5.
For CCOc1cc(C2NC(=S)NC(C)=C2C(=O)OC)ccc1OCc1ccccc1 (stereo not drawn) the results were BAP1 inh 151.
Screening N#CC1=C(N)Oc2n[nH]c(-c3ccc(F)cc3)c2C1c1cccnc1 (stereo not drawn) returned BAP1 inh 85 and HePTP inh 5.
For Cc1cc(/C=C2/NC(=S)NC2=O)c(C)n1-c1ccc(N2CCOCC2)cc1 the results were HePTP inh -16.
CCOP(=O)(CC(=O)NNC(=O)Nc1ccccc1)OCC was read as HePTP inh 14.
`CCC1(C(=O)OC)NC(c2ccco2)C2C(=O)N(c3ccc(C)cc3)C(=O)C21` (stereo not drawn) gave BAP1 inh 89 and HePTP inh 7.
`CN(C)S(=O)(=O)N1CCC(C(=O)O)(c2ccccc2)CC1` gave BAP1 inh 75 and HePTP inh 9.
`CCCCC1CCC(c2nc(-c3ccccn3)no2)CC1` (stereo not drawn) gave BAP1 inh 84 and HePTP inh 1&-9.
Screening O=C(NC1CCCCC1)c1c(F)cccc1F returned HePTP inh 7.
`O=C(NCCCN1CCN(C2CCCCC2)CC1)Nc1ccccc1C(F)(F)F` gave BAP1 inh 94 and HePTP inh -6.

Filtered by structure: the compounds so far containing bromine.
Screening Cc1cccc(-n2nc3c(c2NC(=O)c2ccc(Br)o2)CSC3)c1C returned BAP1 inh 92 and HePTP inh 7.
`O=C(Nc1ccc(Br)cn1)c1cc2ccccc2o1` gave HePTP inh -7.
Screening O=C(c1cccc(Br)c1)N1CCN(c2ccc(Cl)cc2)CC1 returned HePTP inh 9.

More structures
For CC(C)(C)C1(C)OC(O)(C(Cl)(Cl)Cl)CC1=O (stereo not drawn) the results were HePTP inh 103*.
Screening O=C(C1=C(O)C(=O)N(CCN2CCOCC2)C1c1cccnc1)c1cc2ccccc2o1 (stereo not drawn) returned BAP1 inh 119 and HePTP inh 5.
`COCc1[nH]nc2c1C1(CCC3(CC1)OCCO3)C(C#N)=C(N)O2` gave BAP1 inh 119 and HePTP inh 1.
`O=C(CN(Cc1ccccc1)S(=O)(=O)c1ccccc1)Nc1ccc(Oc2ccccc2)cc1` gave HePTP inh 0.
COc1cc(/C=C2\C(=O)NN(c3ccccc3)C2=O)cc(OC)c1 was read as HePTP inh 5.
Cc1c(N=CN2CCOCC2)c(=O)n(C)c(=O)n1C was read as BAP1 inh 94 and HePTP inh -2.
`CCOC(=O)c1c(N)sc(C(=O)N2CCCC(C(N)=O)C2)c1C` (stereo not drawn) gave BAP1 inh 92 and HePTP inh -3&-14.
Cc1[nH]c2ccccc2c1C(C[N+](=O)[O-])c1cc(Cl)c2c(c1)OCO2 (stereo not drawn) was read as BAP1 inh 72.
CCn1c(SCC(=O)O)nnc1-c1cc2c(C)nn(-c3ccccc3)c2s1 was read as BAP1 inh 110 and HePTP inh 9.
For COc1ccc(/C=N/Nc2cc(-n3nc(C)cc3C)nc(C)n2)cc1 the results were HePTP inh -4.
O=C(Nc1ccc(F)cc1)NC1(C(=O)NCc2ccco2)CCCCC1 was read as BAP1 inh 102 and HePTP inh 2.
N/C(=N\OC(=O)CCc1ccccc1)c1ccc([N+](=O)[O-])cc1 was read as HePTP inh -10.
Cc1nn(Cc2ccccc2Cl)c2sc(C(=O)NCCCn3ccnc3)cc12 was read as BAP1 inh 88 and HePTP inh 16.
CCOC(=O)CC(=O)Nc1cc(Cl)ccc1O was read as BAP1 inh 90 and HePTP inh 3.

Screens: PubChem BioAssay, several laboratories
